PAX8 reporter: lowers PAX8-driven luciferase in RMG-I cells; RMG-I TPO-luciferase reporter, SteadyGlo, 24 h; 1.2% of 360,000 active; inhibition, % at 12.6 µM; AID 652154;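 active = mean replicate inhibition at least 60% with every replicate also reaching 60%; inconclusive = only one of the two criteria is met; inactive = mean below 60% and not all replicates reaching 60%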;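 note: luciferase light reporting Pax8 driven TPO promoter activity; plate controls were median of neutral control wells for no effect and mitoxantrone controls for full effect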
F508del corr: correctors of CFTR F508del function in bronchial epithelial cells | AID 720511 | CFBE cells, YFP halide quenching; stimulated with forskolin plus potentiator P3; % fluorescence drop versus neutral controls | 0.36% of 350,000 active | activity (quench increase), % at 7.58 µM;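 active = mean added fluorescence quench of at least 8% versus neutral control, with both replicates also reaching 8%; inconclusive = only one of the mean or replicate conditions met; inactive = mean below 8% and not both replicates reaching 8%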;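 note: cells transiently co-express mutant CFTR-F508del with the halide-sensitive YFP; corrector assay measuring rescue of mutant channel to the surface after 24 h compound exposure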
DENV2 CPE: DENV2-induced cell death inhibition. DENV2-infected cells, cytopathic effect rescue, plate reader. 1.7% of 350,000 active. CPE inhibition, % at 9.99 µM; in the data active = CPE inhibition above about 20%, passing the limit was not always enough; inconclusive = no clear call, values can overlap the other calls; tested in BHK-21 cells;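 note: 0% = median of neutral control wells and 100% = median of positive control wells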
EWS-Fli block: blocks EWS/Fli oncoprotein-driven transcription. inhibition, % at 12.6 µM. A673 NR0B1-luciferase reporter, viability-normalised. 0.67% of 350,000 active;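 active = mean inhibition of at least 50% after viability correction, with every replicate also passing that limit; inconclusive = mean reaches 50% but only one of two replicates passes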;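 note: firefly luciferase signal divided by Alamar Blue viability fluorescence both relative to DMSO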
miR-122 sensor: blocks miR-122 activity in Huh7 sensor cells. Huh7 miR-122 Renilla luciferase sensor, 48 h; neutral wells = 0, positive control = 100. activation (reporter increase), % at 12.5 µM. AID 602342. 0.3% of 340,000 active;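 active = mean replicate activation score at least 90 and every replicate individually at or above 90; inconclusive = only one of the two criteria met; inactive = neither criterion met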;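 note: higher luciferase means less miR-122 activity so hits act as miR-122 inhibitors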
GSIS activator: GLuc luminescence reporter in INS-1E cells, primary screen for activators of glucose-dependent secretion of insulin; INS-1E GLuc reporter insulin secretion, 2-3 h; activation, % at 16.6 µM; 0.61% of 370,000 active; AID 743287;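 active = lowest replicate activation of at least 40%, so every replicate reaches that level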;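 note: 0% = median of neutral control wells and 100% = median of IBMX positive control wells; some compounds called inactive have numbers as strong as hits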
FN deposit inh: fibronectin deposition inhibition; AH1F fibroblasts, Alexa488-fibronectin deposition fluorescence, overnight; inhibition, % at 12.6 µM; 0.086% of 350,000 active;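 active = mean inhibition across replicates of 30% or more, regardless of how many single replicates reach that level; inconclusive = mean under 30% yet at least half of replicates reach 30%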;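 note: positive control wells lacked labelled fibronectin entirely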
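Schedule: 1 h cell adhesion before compound, then overnight fibronectin incubation; test system: AH1F fibroblast monolayer depositing Alexa488-labelled fibronectin into matrix; quantity: 10000 AH1F cells per well; probe or stimulus: fluorescent fibronectin at 24 nM final; signal: fluorescence, ex 485 nm, em 525 nm; evaluation: percent inhibition as loss of matrix-bound fibronectin fluorescence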
Starred values were filed as active, the others as inactive; ? = inconclusive; . = not tested or not shown; [ ] = remark or other dose. This is a random part of the collection (roughly 3.9% active in at least one column).

SMILES	PAX8 reporter	F508del corr	DENV2 CPE	EWS-Fli block	miR-122 sensor	GSIS activator	FN deposit inh
Cc1ccccc1-c1ccc([C@H]2[C@@H](CO)N3CCCCN(C(=O)CN4CCOCC4)C[C@@H]23)cc1	21	-1.9	-4	-15	1[16.7 µM]	8	.
CC(=O)NC(CCS(C)(=O)=O)C(=O)Nc1cccc(C)c1 (configuration not stated)	-11	1.6	2	-3	-5	.	4
COc1ccc(C(=O)Nc2cc(C)on2)cc1[N+](=O)[O-]	-27	-0.5	6	-29	.	-4	-42
COc1ccc(S(=O)(=O)Nc2ccc3c(c2)CC(=O)N([C@H](C)CO)C[C@H](C)[C@@H](CN(C)Cc2ccc4c(c2)OCO4)O3)cc1	.	2.3	9	15	7[16.7 µM]	-24	-3
CC(C)CC#Cc1cnc2c(c1)C(=O)N([C@@H](C)CO)C[C@@H](C)[C@@H](CN(C)C(=O)Cc1cccnc1)O2	.	-1.2	-1	-3	-5[16.7 µM]	2	-7
CN1CCN(C2=C(Cl)C(=O)N(C3CCCCC3)C2=O)CC1	2	.	.	.	-8	.	-9
CCCc1nnc(SCC(=O)N2C(C)CCCC2C)n1CC1CCCO1 (configuration not stated)	1	.	.	.	3	.	6
CCOc1ccc(S(=O)(=O)NCc2ccccc2Cl)cc1C(N)=O	14	2.0	-3	-19	.	10	6
O=C(CC1Sc2ccccc2NC1=O)NCc1ccccc1 (configuration not stated)	2	-2.3	.	4	2	29	5
COc1cccc(CNC(=O)C[C@H]2C=C[C@H](NC(=O)C3CC3)[C@@H](CO)O2)c1	-3	0.8	-3	2	.	-23	-5
CCN(CC)C1CCN(C(=O)CCc2nnc(CCCCc3ccccc3)o2)C1 (configuration not stated)	6	1.3	-3	-2	.	14	-7
CCCS(=O)(=O)C/C(N)=N/OC(=O)c1ccc(Cl)cc1	-7	0.0	5	6	-5	4	-2
COc1ccc(C)cc1N1CC(C(=O)Nc2ccccc2N2CCCCC2)CC1=O (configuration not stated)	25	1.3	-7	3	7	-11	0
Cc1cc(C)n(CC(=O)NNC(=O)c2ccc(OC(F)(F)F)cc2)n1	-2	-0.6	7	2	-5	5	6
O=C(C1CCCCC1)N1CC(=O)N2[C@@H](CO)[C@@H](c3ccc(Br)cc3)[C@@H]2C1	-3	1.9	?	-4	.	25	0
NC(=O)c1cc(S(=O)(=O)N2CCOCC2)ccc1Sc1ccccc1N	23	-0.8	-3	-3	0	10	-8
C[C@@H]1CN([C@@H](C)CO)S(=O)(=O)c2ccc(C3=CCCC3)cc2O[C@@H]1CN(C)C(=O)c1cccnc1	.	-0.8	9	11	-19[16.7 µM]	14	-1
CCC(C)C(NC(=O)/C(=C\c1ccccc1)NC(=O)c1ccc(OC)cc1)C(=O)O (configuration not stated)	-1	-0.4	-3	-7	-6	8	-16
COc1ccc(Cc2c(-c3ccccc3)nc3ccc(C)cn23)c(C)c1	-116	2.2	-3	-57	.	-1	5
O=C(Nc1ccccc1F)C(=O)c1cn(CC(=O)N2CCCCC2)c2ccccc12	4	1.6	-2	-11	.	8	-8
CCNC(=O)C1(C)CCCN(C(=O)c2csc3ccccc23)C1 (configuration not stated)	7	0.9	1	1	2	.	4
CN1/C(=C\C(=O)COC(=O)CNC(=O)c2ccc3ccccc3c2)C(C)(C)c2ccccc21	-17	1.4	2	-3	-10	-18	-5
O=S(=O)(c1ccccc1)c1cnc(-c2cccnc2)nc1-c1ccc(Cl)cc1Cl	.	.	.	.	5	-10	3
Cc1[nH]c(C)c(S(=O)(=O)NCCc2ccccc2)c1C(=O)N1CCCC1	-17	3.3	?	.	30	-1	5
O=S(=O)(c1ccc2nc(-c3ccccc3)[nH]c2c1)N1CCN(c2cccc(Cl)c2)CC1	26	.	.	.	.	24	-1
COCC(=O)Nc1ccc2c(c1)OC[C@H](C)N(Cc1cc(F)ccc1F)C[C@@H](C)[C@H](OC)CN(C)C2=O	-3	-0.7	3	-1	.	-4	8
COCCCN1CC(=O)N2C(c3cccc(OC)c3OC)c3[nH]c4ccccc4c3C[C@H]2C1=O (some centres not stated)	26	-1.0	1	3	4	0	15
COc1ccc2c3c(n(C)c2c1)[C@H](CO)N(C)CC31CCN(S(=O)(=O)c2cccc(C)c2)CC1	.	-0.6	-4	-7	.	-3	.
CCOC(=O)C1=C(CC)Nc2ccccc2N/C1=N\S(=O)(=O)c1ccccc1OC	15	1.4	-1	4	0	-5	-8
Cc1cc(-c2n[nH]c(=S)n2CC(C)C)cs1	-2	.	1	7	.	-2	.
CN1CCN(C(=O)C[C@@H]2CC[C@H]3[C@@H](COC[C@@H](O)CN3Cc3cccc(Cl)c3)O2)CC1	0	-2.7	27*	1	-4[16.7 µM]	17	-7
COc1ccc(S(=O)(=O)N(C)C[C@@H]2Oc3c(NC(=O)c4cc(C)nn4C)cccc3C(=O)N([C@H](C)CO)C[C@@H]2C)cc1	.	0.4	-2	-5	3[16.7 µM]	12	4
Cc1cccc(N=Nc2ccc(O)c3ncccc23)c1	52	.	.	.	.	-11	4
CCCNC(=O)Cc1c(OC)ccc2cc(Br)ccc12	-5	.	.	-7	.	10	.
C[C@H](CO)N1C[C@H](C)[C@H](CN(C)CC2CCCCC2)Oc2c(NC(=O)C3CC3)cccc2C1=O	.	0.1	36*	-4	34[16.7 µM]	7	.
Cc1ccc(S(=O)(=O)NCC(=O)OCCOc2ccc(Br)cc2)cc1	6	-2.0	-7	-1	.	-20	6
CCc1sc(C(=O)Nc2cc(Cl)ccc2N2CCCCC2)cc1C	21	.	.	.	3	.	1
CCOc1cc(S(=O)(=O)n2nc(C)cc2C)ccc1F	4	.	.	.	-11	.	-2
C[C@@H]1CN([C@@H](C)CO)C(=O)c2cc(NC(=O)C3CCCCC3)ccc2O[C@H]1CN(C)C(=O)Nc1ccc(C(F)(F)F)cc1	33	-0.7	0	17	15[16.7 µM]	-9	9
COCC(=O)Nc1ccc2c(c1)[C@@H]1C[C@H](CC(=O)NCc3ccccc3OC)O[C@H](CO)[C@@H]1O2	.	4.8	0	-1	5[16.7 µM]	-6	-1
CC(C)(O)C#Cc1ccc(C(=O)N2CCC(C(N)=O)(N3CCCCC3)CC2)cc1	21	.	.	.	9	.	-6
C[C@@H]1CN([C@H](C)CO)C(=O)c2cc(NS(=O)(=O)c3ccc(Cl)cc3)ccc2O[C@@H](C)CCCCO[C@H]1CN(C)Cc1ccccc1	58	1.7	6	16	-13[16.7 µM]	-22	0
COc1ccccc1C(=O)N1CCNC(=O)C1CC(=O)Nc1cccc(C)c1 (configuration not stated)	.	-0.1	3	3	.	17	.
C#CCNC(=O)C1=C[C@H](C(C)(C)C)C[C@H](OCc2ccc(CO)cc2)O1	-4	0.2	1	8	-8	4	6
O=C(O)c1ccc[nH]c1=S	11	-0.7	-5	1	-1	0	-4
COc1ccc(CN(C)C[C@H]2OCCCC[C@@H](C)Oc3ccc(NC(=O)CCC(F)(F)F)cc3C(=O)N([C@@H](C)CO)C[C@H]2C)cc1	7	2.9	2	-1	0[16.7 µM]	-7	.
COc1ccc(S(=O)(=O)N(C)C[C@H]2Oc3ccc(NC(=O)Nc4ccc(C(F)(F)F)cc4)cc3C(=O)N([C@@H](C)CO)C[C@@H]2C)cc1	14	2.8	.	.	.	-11	-5
COc1ccc2oc(=O)c(-c3nc(C)cs3)cc2c1	.	.	.	.	-19	17	-10
COCCN(C(=O)c1c(C)noc1C)c1c(N)n(CC(C)C)c(=O)[nH]c1=O	-1	-5.0	?	2	13	3	-1
COc1cc(NC(=O)CCn2c(=S)oc3ccccc32)cc(OC)c1OC	-9	-5.8	5	7	2	-4	-6
O=c1oc2ccccc2c(N2CCOCC2)c1[N+](=O)[O-]	-16	-1.3	3	-9	-4	-8	6
O=C(C[C@H]1CC[C@H](NC(=O)c2ccccc2)[C@@H](CO)O1)NCc1ccc(Oc2ccccc2)cc1	18	1.2	1	5	.	10	1
COCCCNC(=O)CN1CCN(Cc2ccc(Cl)cc2)C1=O	5	-0.1	3	-8	-3	-2	5
